Bioassay records as filed in PubChem.
VCAM1 TNFa inh: inhibitors of TNFa-induced VCAM1 expression, primary screen, imaging, HUVEC, TNFa stimulus, immunofluorescence; HUVEC TNFa-induced VCAM-1 immunofluorescence, high-content imaging; inhibition, % at 2 µM; 95,000 tested, 0.48% active; AID 802, 2007;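 active = inhibition above the batch mean plus 3 SD, with images confirmed as a hit by eye, cut at about 37% in these data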;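 also: 0% = TNF-stimulated DMSO wells and 100% = unstimulated control wells; not every result past the cut was called active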
Lung fibro prol: antiproliferative effect on LL 47 fibroblasts – human, LL 47 cells, CellTiter-Glo luminescence, primary screen. viability, % at 10 µM. 85,000 tested, 1.1% active. LL 47 human lung fibroblast viability, ATP luminescence; hits give low values;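 active = viability at or below 50% in the single dose screen; inactive = viability above 50%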;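 also: compound exposure lasted 72 h before the ATP readout; 100% = median luminescence of untreated cell-only wells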
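Material: human LL 47 lung fibroblast cells; quantity: 1,150 cells/well; medium: IMEM plus 15% FBS; doses: 0.1% DMSO in all compound wells; timing: overnight attachment after seeding, then 72 h compound exposure at 37 °C; detection: CellTiter-Glo luminescence; measure: % viability of median cell-only signal; controls: cell-only wells, no compound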
Pyk2 oligo antag: antagonists of Pyk2 self-association, primary screen, Q293 cells, FERM NanoBiT luminescence, HTS. Protein-tyrosine kinase 2-beta (Homo sapiens), Q14289. hits give low values. z-score (the deposit names both 25 µM and 10 µM). 99,000 tested, 0.83% active;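 active = Z-score of -3 or lower, scaled per plate to the spread of control and sample wells; inactive = z-score above -3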;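 also: negative z-score means lost luminescence so less FERM oligomerization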
Target sequence (Q14289 whole entry, looked up): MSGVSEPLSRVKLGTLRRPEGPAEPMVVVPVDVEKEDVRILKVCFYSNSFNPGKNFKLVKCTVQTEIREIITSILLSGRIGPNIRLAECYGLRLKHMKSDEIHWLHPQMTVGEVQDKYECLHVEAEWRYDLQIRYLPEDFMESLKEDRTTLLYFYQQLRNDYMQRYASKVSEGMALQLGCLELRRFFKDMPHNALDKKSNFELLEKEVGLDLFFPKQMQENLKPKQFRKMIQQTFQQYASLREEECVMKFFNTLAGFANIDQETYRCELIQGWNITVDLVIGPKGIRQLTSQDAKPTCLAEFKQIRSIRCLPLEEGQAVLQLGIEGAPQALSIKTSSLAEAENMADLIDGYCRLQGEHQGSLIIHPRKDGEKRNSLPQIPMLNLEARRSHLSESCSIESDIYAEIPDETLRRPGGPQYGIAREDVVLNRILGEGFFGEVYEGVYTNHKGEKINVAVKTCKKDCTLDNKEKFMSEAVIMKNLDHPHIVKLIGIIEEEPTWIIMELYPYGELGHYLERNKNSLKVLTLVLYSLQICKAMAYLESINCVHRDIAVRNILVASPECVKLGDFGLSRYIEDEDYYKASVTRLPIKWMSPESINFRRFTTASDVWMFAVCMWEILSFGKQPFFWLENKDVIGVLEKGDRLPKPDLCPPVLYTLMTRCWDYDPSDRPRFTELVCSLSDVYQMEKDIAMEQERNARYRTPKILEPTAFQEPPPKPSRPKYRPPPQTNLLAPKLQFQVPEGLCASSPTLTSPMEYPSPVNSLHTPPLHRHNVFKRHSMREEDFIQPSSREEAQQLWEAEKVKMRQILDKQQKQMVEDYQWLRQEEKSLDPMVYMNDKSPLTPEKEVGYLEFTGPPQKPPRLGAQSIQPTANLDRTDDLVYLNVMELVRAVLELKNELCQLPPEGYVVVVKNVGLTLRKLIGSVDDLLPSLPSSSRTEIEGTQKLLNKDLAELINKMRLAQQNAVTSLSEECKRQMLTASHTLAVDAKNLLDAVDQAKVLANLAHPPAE
cytoskel mod: modifiers of F-actin cytoskeleton organization, primary screen, imaging, HUVEC, phalloidin staining, high-content imaging | HUVEC TNFa F-actin phalloidin imaging | 91,000 tested, 0.18% active | inhibition, % at 2 µM | AID 836, 2007;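 active = inhibition above the batch mean plus 3 SD and confirmed as a hit by visual image inspection, cut at about 30% in these data, passing the limit was not always enough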; also: strong numbers were not always called active
H69AR inhibit: proliferation blockers of H69AR lung cancer cells, primary screen, cell-based, human, 86K library; H69AR lung tumor viability, ATP luminescence, 72 h; hits give low values; viability, % at 10 µM; 85,000 tested, 6% active;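 active = viability at or below 40%; inactive = viability above 40%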;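 also: multidrug resistant small cell line overexpressing MRP-1 efflux transporter; 100% = mean luminescence of untreated control wells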
IL1B cytotox: cytotoxicity in IL-1B stimulated HUVEC, primary screen, cytotoxicity control for IL-1B NFkB translocation project, imaging, Hoechst nuclear count, IL-1B stimulus; AID 845, 2007; cell count reduction, % at 2 µM; HUVEC cell count loss; 94,000 tested, 0.41% active;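 active = cell count reduction more than 3 SD above the screen-wide mean, cut at about 70% in these data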;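 also: normalized per plate to untreated control cells as the no-loss baseline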
HUVEC prolif 384: inhibitors of HUVEC proliferation, primary screen, cell-based, 384-well; AID 648, 2007; CellTiter-Glo luminescence, 72 h; hits give low values; viability, % at 10 µM (by protocol); 86,000 tested, 1.1% active;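 active = viability at or below 30%; inactive = viability above 30%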;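 also: 100% = median luminescence of DMSO-only cell control wells on each plate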
Smad3 FoxH1 inh: Smad3/FoxH1 peptide binding inhibitors, primary screen, biochemical, TR-FRET; Mothers against decapentaplegic homolog 3 (Homo sapiens), P84022; TR-FRET Smad3/Dy647-FoxH1 peptide binding, europium anti-His; inhibition, % at 25 µM; 88,000 tested, 0.29% active; AID 630, 2007;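 active = compounds that reduce the energy-transfer binding signal between the protein and its labelled peptide by more than half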;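 also: 0% = Smad3 plus labelled peptide maximal FRET and 100% = peptide-only background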
HUVEC tox TNFa: cytotoxicity in TNFa-stimulated HUVEC, primary screen, cytotoxicity control for VCAM1 expression modulator project, imaging, Hoechst nuclei count; cell count reduction, % at 2 µM; 93,000 tested, 0.17% active; HUVEC TNFalpha-stimulated, Hoechst cell count;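 active = cell count reduction exceeding the screen mean by over 5 SD, scaled to untreated wells per plate, cut at about 78% in these data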;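 also: cells counted after 24 h of TNF alpha exposure following the 1 h pretreatment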
* marks the source's active call; other numbers are inactive results; · = not tested or not shown; [ ] = another dose, or the depositor's remark. The list is partial; the hit share may differ from the screen's.

SMILES	VCAM1 TNFa inh	Lung fibro prol	Pyk2 oligo antag	cytoskel mod	H69AR inhibit	IL1B cytotox	HUVEC prolif 384	Smad3 FoxH1 inh	HUVEC tox TNFa
Cc1ccc(Nc2nc(N)nc(CN3CCCCCC3)n2)cc1	32	100	-0.4	-12	97	-52	88	11	-14
CCCCOc1cccc(-c2nnc(N)s2)c1	2	90	-1.6	-11	96	12	88	5	-20
CC(C)n1c(CCC(=O)O)ccc1-c1ccccc1	6	95	·	6	92	-32	93	-4	-15
Cn1c(CNc2nc3ccccc3n2C)nc2ccccc21	·	92	-0.43	·	89	·	90	-14	·
COc1cccc(C(=O)CSc2nc3cccnc3n2C)c1	-24	102	0.44	2	85	-25	99	1	·
CC(C)C(C(=O)Nc1ccccc1)N1C(=O)c2ccccc2C1=O (stereo not drawn)	17	97	·	9	107	-6	114	-8	3
CCOCCCNCc1cccc(OC)c1	-8	98	1.9	-7	82	-36	100	-12	-21
Cc1ccccc1OCc1nc(-c2ccc(-n3cccc3)cc2)no1	2	99	·	-1	94	1	112	-3	-3
CCC(Sc1nc(C)cc(C)n1)C(=O)Nc1ccc(Cl)cn1 (stereo not drawn)	-4	98	-0.18	-3	90	33	104	-1	8
CCCCN(Cc1ccccc1)C(=O)C1CCN(S(=O)(=O)c2c(C)noc2C)CC1	-1	92	0.28	·	81	9	44	10	-6
CCOC(=O)C1=C(N)n2c(s/c(=C\c3cccnc3)c2=O)=C(C(=O)OCC)C1c1cccnc1 (stereo not drawn)	·	96	·	·	54	·	92	-7	·
Cc1ccccc1NC(=O)CSc1nc(N)c(C#N)cc1C#N	4	114	-0.28	1	71	35	107	-4[fluorescence artefact?]	12
CC(C)CCNC(=O)C(c1ccco1)N(Cc1ccc(F)cc1)C(=O)c1snc(C(N)=O)c1N (stereo not drawn)	7	96	-1.5	-1	86	-7	100	-2	-64
CC(C)(C)NC(=O)COC(=O)c1nsc(Cl)c1Cl	9	103	0.48	1	111	-30	92	-7	-11
COc1ccc(CN(Cc2nc3ccccc3c(=O)[nH]2)C(=O)C(C)(C)C)cc1	-9	87	0.66	-16	75	1	81	-8	1
Cc1ccc(C)c2nc(SCC(=O)NCc3cccs3)c(C#N)cc12	7	·	0.41	-3	·	-20	·	·	-12
CC1(C)CC(NC(=O)C2CCCCC2C(=O)O)CC(C)(C)N1 (stereo not drawn)	·	·	2.4	·	95	·	94	3	·
CCCOc1ccc(-c2nnc(-c3cccs3)o2)cc1	-6	117	-1.1	-8	88	-10	80	-76	-13
O=C(NCCCN1CCCC1=O)c1cc(=O)c2ccccc2o1	7	103	0.84	-30	92	-4	106	6	-23
C=CCn1c(SCC(=O)N2CCc3ccccc3C2)nc2ccccc2c1=O	10	·	0.2	-4	·	-9	·	·	-7
Fc1ccccc1CSc1ncnc2c1oc1ccccc12	-1	104	-2	11	96	0	88	4	-10
Cc1cc2c(N)cccc2nn1	·	108	-0.58	·	94	·	104	36	·
COc1ccc(C(=O)N2CCc3cc(OC)c(OC)cc3C2)cc1OC	10	96	0.86	-12	78	14	104	-9	2
COc1ccc(CC(=O)Nc2ccc(S(=O)(=O)Nc3nccc(C)n3)cc2)cc1	-1	106	0.88	-10	99	-91	93	3	-3
C/C(=C\C(=O)c1ccc(C)cc1)Nc1cccc(O)c1	20	92	-0.02	28	69	3	80	-1	5
CCCCCc1nc2ccccc2c(=O)n1N	1	95	1.9	19	93	-18	97	0	10
CC1(C)Cc2c(sc3ncn4nc(CCC(=O)O)c(=O)nc4c23)CO1	·	102	-0.42	·	86	·	93	-13	·
COC(=O)c1c(N)c(C#N)c2n1CCCCC2	-5	102	1.2	-6	86	21	96	-5	25
CCCS(=O)(=O)N1CCCC(C(=O)N2CCN(c3ccccn3)CC2)C1 (stereo not drawn)	-12	100	-0.31	-17	101	-15	106	1	12
CCc1cc(-c2n[nH]c(C)c2Oc2ccc(C(C)C)cc2)c(O)cc1O	9	74	-1.7	-6	1.1*	-32	2.5*	4	-1
COc1ccc(-c2cc(C(=O)Nc3cccc(C(C)=O)c3)no2)cc1	19	106	0.83	8	82	4	105	-1	-44
COc1cc(NC2c3ccccc3C(=O)N2Cc2ccc3c(c2)OCO3)cc(OC)c1OC (stereo not drawn)	-2	95	·	11	78	4	98	7	1
COC(=O)c1[nH]c2ccccc2c1NC(=O)CN1CCC(C(N)=O)(N2CCCCC2)CC1	6	97	0.49	-4	78	24	93	-8	-5
CC(=O)c1cc(C#N)c(Oc2cccc(C(F)(F)F)c2)nc1C	-7	·	-1.3	2	·	9	·	·	-15
COc1cccc(C2CC(c3ccccc3OC)n3nc(N)nc3N2)c1 (stereo not drawn)	10	103	·	0	100	-48	93	-11	-16
COC(=O)C(NS(C)(=O)=O)(c1c(C)[nH]c2ccccc12)C(F)(F)F (stereo not drawn)	-16	99	0.55	-5	88	3	97	-6	-22
CCOC(=O)c1sc(NC(=O)c2cc3n(n2)C(C(F)(F)F)CC(c2cccs2)N3)c(C(=O)OCC)c1C (stereo not drawn)	3	·	1	-16	·	0	·	·	-10
CSc1nc2[nH]c3c(c2c2nncn12)CC(C)(C)OC3	·	102	1.1	·	86	·	90	-7	·
O=C(NCc1ccccc1)c1cc(-n2cnnc2)ccc1Cl	8	96	1.9	-12	95	-56	88	-3	-4
O=C(NC(CSCc1ccccc1)C(=O)N/N=C/c1ccc(O)cc1O)c1ccc([N+](=O)[O-])cc1 (stereo not drawn)	3	25*	-1.6	4	30*	-87	7.6*	0	-27
CCn1c(Cc2c(C)[nH]c3ccccc23)nnc1SCC(N)=O	11	102	1.9	-7	97	13	102	8	-21
CC(=O)Cc1nsc(NC(=O)c2ccc(-c3cc(C(F)(F)F)ccc3Cl)o2)n1	33	73	-1.6	1	·	-19	67	3	16
C/C(Cl)=C/Cn1c(=O)c2c(nc(Br)n2Cc2ccccc2)n(C)c1=O	5	99	-1.3	-30	71	28	99	-9	-19
COc1ccccc1OCCNc1cc(N2CCOCC2)ccc1[N+](=O)[O-]	5	·	-1.3	5	·	-19	·	·	-18
CCCCNC(=O)Nc1cc(C(F)(F)F)c[nH]c1=O	12	106	-0.26	13	91	-36	102	-10	-21
c1ccc(Nc2ccccn2)cc1	4	101	0.26	3	91	2	85	-4	-4
COc1cccc(C(CC(=O)NCc2ccco2)NS(=O)(=O)c2ccc(C)cc2)c1OC (stereo not drawn)	·	99	-0.95	·	97	·	91	-4	·
CCOC(=O)Nc1ccc2c(c1)N(C(=O)CN1CCN3CCCC3C1)c1ccccc1CC2 (stereo not drawn)	-4	99	0.93	6	90	18	98	7	-21
CC(=O)NC(c1ccccc1)c1cccnc1 (stereo not drawn)	8	104	-0.67	-45	97	-16	105	-3	5
O=C(C(Cc1ccccc1)n1cccc1)N1CCN(C2CCCCC2)CC1 (stereo not drawn)	17	88	·	5	93	-5	101	-3	-32
O=C(Nc1ccccc1)c1nnsc1S(=O)c1ccc(Cl)cc1 (stereo not drawn)	43*	·	0.81	25	·	19	·	·	4
COc1ccccc1CNC(=O)C1CCN(C(=O)N(C)C)CC1	-13	112	0.03	-18	101	7	105	4	-6
COc1ccccc1-c1cc(C(F)(F)F)nc(NCc2ccco2)n1	9	97	-0.4	-3	·	-14	96	-13	-29
Cn1nc(C(F)(F)F)c2cc(NC(=O)OCc3ccc(F)cc3)sc21	8	105	-1.7	-35	92	·	78	-1	-11
O=C(NCc1ccc(F)cc1)c1cc2n(n1)C(C(F)(F)F)CC(C1CC1)N2 (stereo not drawn)	30	97	·	1	101	9	94	-10	-19
COC(=O)CSc1nnc(Cc2ccccc2)n1-c1ccc(C)cc1	11	104	-0.12	-14	104	-32	95	-5	-21
CC(C)CC(c1nnnn1Cc1ccco1)N1CCN(C2CCCC2)CC1 (stereo not drawn)	8	105	0.37	-11	102	-13	96	-6	-26
COc1ccc(-c2ccc(C#N)c(SCC(=O)OCc3ccccc3)n2)cc1OC	2	108	1.1	·	87	1	98	14	-5
CCC(C)(C)n1nnnc1C(c1cccs1)N1CCN(c2nc3ccccc3s2)CC1 (stereo not drawn)	-1	82	-3.5*	19	86	-61	95	0	-15
O=C(COc1ccccc1C(=O)N/N=C\c1ccc(O)c(O)c1)N/N=C/c1ccc(O)c(O)c1	19	·	-1	24	·	·	·	·	6

Pyk2 oligo antag, hit marks shown above
Structure | VCAM1 TNFa inh | Pyk2 oligo antag | cytoskel mod | Smad3 FoxH1 inh
CCC(C)(C)n1nnnc1C(c1cccs1)N1CCN(c2nc3ccccc3s2)CC1 (stereo not drawn) | -1 | -3.5* | 19 | 0

Other compounds:
SMILES	VCAM1 TNFa inh	Lung fibro prol	Pyk2 oligo antag	cytoskel mod	H69AR inhibit	IL1B cytotox	HUVEC prolif 384	Smad3 FoxH1 inh	HUVEC tox TNFa
CCOc1ccc(CCNC(=O)CCN2C(=O)COc3ccccc32)cc1OCC	10	106	1.2	-63	82	-19	95	-4	-34
CC(=O)Oc1ccc(N2C(=O)CCC2=O)cc1	0	101	0.83	-22	79	8	102	-10	16
O=C(c1ccco1)N1CCN(C(=O)N2c3ccccc3Sc3ccccc32)CC1	83*	50	-0.73	-8	32*	37	38	7[fluorescence artefact?]	73
Cc1ccc(C)c(N2CCN(C(=O)c3ccccc3Br)CC2)c1	·	97	-0.76	·	85	-4	104	2	·
COc1cc(NC(=O)c2cc3nc(-c4ccccc4)cc(-c4ccccc4)n3n2)cc(OC)c1OC	4	·	-1.6	-14	·	11	·	·	15
COc1ccc(C2=NOC(C(=O)N3CCCc4ccccc43)C2)cc1 (stereo not drawn)	14	92	-0.12	-6	96	10	85	11	-32
COc1ccc(CN2CC34C=CC(O3)C(C(=O)O)C4C2=O)cc1 (stereo not drawn)	17	101	·	0	101	-74	93	-18	-6
O=C1NC(=O)C(CC(=O)N(Cc2ccco2)C2(C(=O)NC3CCCC3)CCCCC2)N1 (stereo not drawn)	5	97	0.33	-4	91	-33	107	0	-14
COc1cccc(C=Nc2ccc3c(c2)OCCO3)c1O	·	93	0.78	·	69	·	75	-1	·
COc1cc2c(C(=O)NCCCOC(C)C)cn(CC(C)C)c(=O)c2cc1OC	-2	94	-1.2	-15	75	-23	90	7	-31
COCCOC(=O)CC1=NC(=O)CS1	14	99	-0.61	4	95	-4	97	-3	-23
Cc1ccc(-c2c(C#N)c(N)nc3c2CCCCC3)o1	·	102	0.5	·	93	·	102	15[fluorescence artefact?]	·

Results in H69AR inhibit and Pyk2 oligo antag, for some of the entries so far:
canonical_smiles,H69AR inhibit,Pyk2 oligo antag
O=C(NCc1ccccc1)c1cc(-n2cnnc2)ccc1Cl,95,1.9
O=C(NC(CSCc1ccccc1)C(=O)N/N=C/c1ccc(O)cc1O)c1ccc([N+](=O)[O-])cc1 (stereo not drawn),30*,-1.6
